INS promoter inh = inhibitors of insulin promoter-driven GFP, primary screen, imaging, TRM-6 cells (human fetal islet line), eGFP reporter, cell count. AID 1273, 2008. reporter expression induced with tamoxifen. inhibition, % at 2 µM. 130,000 tested, 0.9% active;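 active = inhibition above the mean plus 3 SD, with well images judged a real hit on visual review, cut at about 60% in these data, passing the limit was not always enough; inconclusive = inhibition over the cutoff but images rejected on review; inactive = inhibition not above the cutoff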
SDO1 yeast rescue = growth rescue of sdo1-depleted yeast, primary screen, S. cerevisiae, bone marrow failure model. AID 817, 2007. S. cerevisiae sdo1-depleted JHY4D growth rescue, OD600 30 h; active compounds read high; pdr5 snq2 efflux-pump mutant strain. z-score at 10 µM. 140,000 tested, 0.21% active;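 active = z-score above 3 at both the 24 hr and the 30 hr optical density reads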;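 note: z-score against mean and SD of all compound wells on the same plate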
SDO1 yeast rescue Rescue 24 h = further read-out of SDO1 yeast rescue, marked with its call; z-score; S. cerevisiae sdo1-depleted JHY4D growth rescue, OD600; measured here: growth rescue at 24 h;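 0 is the plate mean of compound wells and units are plate SD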
Active calls of the source: *; u = inconclusive; x = no result given.

INS promoter inh | SDO1 yeast rescue | SDO1 yeast rescue Rescue 24 h | mol
50 | 0.88 | 0.5 | Cc1ccc(C2CC(c3cccc(Cl)c3)n3nc(N)nc3N2)cc1 (stereo not given)
-54 | 0.43 | 0.04 | CC1CCN(C(c2ccccc2)c2nnnn2C(C)(C)C)CC1 (stereo not given)
29 | x | x | Cc1[nH]c2ccc(-c3n[nH]c(=S)n3-c3ccc(Br)cc3)cc2c1C
x | 0.44 | 0.27 | COc1ccccc1NC(CC(=O)c1ccccc1)C(=O)OCC(=O)c1ccc(C)cc1 (stereo not given)
-54 | 1 | 1.6 | c1ccc(-n2c(-c3ccncc3)nnc2-c2cccs2)cc1
x | -0.48 | -0.58 | CCCCC(=O)Nc1ccc(C(=O)NNC(=O)CCc2ccccc2)cc1
3 | 0.12 | 0.52 | CCOC(=O)c1oc2ccccc2c1NC(=O)c1ccc(S(=O)(=O)N(C)C)cc1
-95 | x | x | Cc1ccccc1CC1(CO)CCCN(C(=O)c2cc(-c3ccccc3)no2)C1 (stereo not given)
42 | -0.12 | 0.33 | COC(=O)CSc1nc(-c2ccccc2)nc2ccc(F)cc12
-24 | 0.01 | 0.07 | COc1ccc(CCNC(=O)CSc2nnc(-c3ccc(F)cc3)c3ccccc23)cc1OC
31 | -0.78 | 0.69 | COC(=O)C1=C(C)N=c2s/c(=C/c3cccs3)c(=O)n2C1c1cccs1 (stereo not given)
x | -0.18 | 0.97 | COc1cc(C)c(/C=C(\C#N)C(=O)Nc2ccc(C)cc2)cc1C(C)C
-3 | -1.4 | -2.3 | C(=N\Nc1nc(N2CCOCC2)nc(N2CCOCC2)n1)/c1ccncc1
20 | x | x | C=CCn1c(C)nc2ccccc2c1=O
x | -0.57 | -0.54 | O=C(c1sc2cc([N+](=O)[O-])ccc2c1Cl)N1CCCCC1
16 | 0.54 | 0.62 | CCSc1nnc(-c2cccc(S(=O)(=O)N(C)C)c2)n1-c1cc(OC)ccc1OC
-3 | -0.83 | -0.44 | CC1CCCC(C)N1NC(=S)Nc1ccc(OC(F)F)cc1 (stereo not given)
36 | -0.02 | 0.45 | COc1cc(-c2nc(-c3ccc4c(c3)-c3ccccc3S4(=O)=O)c(-c3ccccc3)[nH]2)cc(OC)c1OC
u | x | x | Cc1ccc(NS(=O)(=O)c2ccc3c(c2)NC(=O)CC(=O)N3)cc1C
x | 0.75 | 0.3 | COc1cccc(C2CC(c3ccccc3C)n3nc(N)nc3N2)c1 (stereo not given)
-4 | 0 | -0.43 | CCc1ccc2oc(=O)cc(CN3CCOCC3)c2c1
48 | x | x | Cc1csc(Nc2ccccc2)[n+]1C
58 | x | x | O=C(CCC(=O)Nc1ccccc1)NNC(=O)CCc1ccccc1
-26 | -0.76 | -0.64 | N#Cc1c(N2CCCC(O)C2)nc(N)c2c(N)nc3c(c12)CC(=O)N3C12CC3CC(CC(C3)C1)C2 (stereo not given)
x | -0.89 | -0.47 | c1coc(CNc2c3c(nc4ccccc24)CCC3)c1
-89 | -0.45 | -0.76 | COC(=O)C1=C(C)NC(=O)CC1c1ccc(F)c(Br)c1 (stereo not given)
40 | -0.23 | -0.6 | CCC1(CC)Cc2ccccc2-c2nc(NCCO)[nH]c(=O)c21
-7 | -0.74 | -0.65 | Cc1ccc(C)c(Cn2nnc3c(=O)[nH]c(C4CCCN(C(=O)C5CCCCC5)C4)nc32)c1 (stereo not given)
14 | 0.97 | 1.5 | CC(=O)c1ccc(N2CCN(c3ccc(S(=O)(=O)N4CCN(C)CC4)cn3)CC2)cc1
x | -0.7 | -0.25 | O=C(CSc1cc(Cl)ccc1Cl)NCC1CCCO1 (stereo not given)

Remaining list, next part.
INS promoter inh | SDO1 yeast rescue | SDO1 yeast rescue Rescue 24 h | mol
0 | x | x | Cc1nn(C)c(Cl)c1CN1CCC(CO)(CC2CCCCO2)CC1 (stereo not given)
-18 | x | x | COc1cccc(/C=C2/SC(=O)N(C)C2=O)c1OCc1ccc(C(=O)O)cc1
-74 | x | x | COc1ccc(C)cc1NC(=O)Nc1cnccn1
-57 | -0.04 | -1.1 | CCOC(=O)C1CCN(C(=O)Cn2cccc2C(=O)c2ccccc2)CC1
-30 | -2 | -1.5 | CCOC(=O)c1oc2ccccc2c1CSc1nnc(-c2ccco2)o1
29 | -0.55 | 0.07 | O=C(CN(Cc1ccccc1)S(=O)(=O)c1ccc2c(c1)OCCO2)N/N=C/c1ccc(F)cc1
-37 | -0.42 | -0.36 | COc1ccc(-n2c(SCC(=O)NCC3CCCO3)nc3ccccc32)cc1 (stereo not given)
-64 | x | x | CC1=NN(c2nc(-c3ccc(C)cc3)cs2)C(=O)C1N=Nc1ccccc1O (stereo not given)
-11 | 1.1 | 1.2 | Cc1csc(NC(=O)CSc2ncn(-c3ccccc3)n2)n1
27 | x | x | O=C(Cc1ccc(F)cc1)N1CCC(N2CCC(C(=O)N3CCOCC3)CC2)CC1
x | 0.78 | 0.15 | CCN1CCN(C(=O)C2CCN(C(=O)c3cc4sccc4n3CC)CC2)CC1
-30 | -1 | -0.74 | Cc1ccc2nc3c(c(C(=O)O)c2c1)CCC3
19 | 0.27 | 0.37 | COc1cc2c(cc1OC)CN(CC(=O)Nc1ccc3c(c1)OC(F)(F)O3)CC2
x | 0.23 | 0.34 | c1coc(-c2ncc[nH]2)c1
-21 | x | x | CC1CCN(CCCOc2ccc(Cl)cc2Br)CC1
3 | -0.19 | -0.51 | N#CC1=C(N)OC2=C(C(=O)CCC2)C1c1ccsc1 (stereo not given)
x | 0.07 | -0.16 | Cc1c(NC(=O)NC(=O)c2ccc(F)cc2)c(=O)n(-c2ccccc2)n1C
-19 | 0.84 | -0.57 | COc1cc(C2CC(=O)n3c(nc4ccccc43)S2)cc(OC)c1OC (stereo not given)
32 | 0.59 | 0.01 | COc1ccccc1Nc1nc(N)nc(CN2CCCCCC2)n1
-24 | -0.7 | -0.35 | O=C(c1ccccc1)c1cc(-c2ccccc2)on1
-21 | 0.16 | -0.04 | CC(C)NC(=O)COC(=O)c1ccccc1Oc1ccccc1
x | -1.6 | -1.4 | Cc1cc(C)cc(NC(=O)c2nnn(Cc3cc(C)ccc3C)c2N)c1
x | -0.69 | -1.1 | O=C(/C=C/c1cccs1)c1ccc(Br)cc1
x | 1.3 | 0.07 | Cc1cccc(C(=O)N/N=C/c2ccc(OCC(=O)N3CCCCC3)cc2)c1
52 | x | x | CCOc1nc(-c2ccc(OC)cc2)ccc1-c1noc(-c2cccnc2)n1
32 | -0.55 | -0.52 | O=C(NCc1cccnc1)c1cccc(NC(=O)c2ccco2)c1
x | 0.07 | -0.32 | COc1cc(C(c2c(C)[nH][nH]c2=O)c2c(C)[nH][nH]c2=O)ccc1OS(=O)(=O)c1ccc(C)cc1
-58 | -1.1 | -1.4 | Cc1cccc(C)c1-n1c(SCC(=O)NCc2ccco2)nc2ccccc2c1=O
x | 1.1 | -0.04 | COc1ccc(CCNC(=O)CCCCCNc2nc(=S)[nH]c3ccccc23)cc1OC
x | -0.49 | -0.64 | COc1ccc(OCC(=O)N2CCN(S(=O)(=O)c3ccc(Cl)cc3)CC2)cc1

Other results:
INS promoter inh | SDO1 yeast rescue | SDO1 yeast rescue Rescue 24 h | mol
-14 | 0.78 | -0.1 | O=C1CCN2C=Nc3cccc4ccc1c2c34
x | -0.98 | -1.3 | COc1ccc(N2CCN(C(=O)C3CCCN(S(=O)(=O)c4cccc5cccnc45)C3)CC2)cc1 (stereo not given)
34 | -0.05 | 0.53 | COC(=O)CC(=O)CSc1nc(C)cc(C)c1C#N
-135 | 0.4 | 0.2 | O=C(CCn1cnc2ccccc21)N/N=C/c1ccccc1O
-7 | x | x | OCCNCCNCc1ccc(-c2ccccc2)cc1
-14 | -1.3 | -1 | Cc1ccccc1Cn1c(CN2CCc3ccccc3C2)nc2c1c(=O)n(C)c(=O)n2C
0 | x | x | CCOC(=O)CNC(=S)N(Cc1ccccc1)Cc1cccs1
x | -0.3 | -0.97 | Cc1cc2cc(CNS(=O)(=O)c3ccccc3)ccc2n1C
x | 1.7 | 1 | O=C1c2ccccc2C(Nc2ccccc2F)N1c1cccnc1 (stereo not given)
x | -0.07 | 0.27 | COc1ccc(OC)c(NC(=O)COC(=O)/C=C/c2ccccc2Cl)c1
x | -0.34 | -1.2 | CSc1nnc(Cc2cc(=O)[nH]c(=O)[nH]2)n1-c1cccc(C)c1
94* | -0.68 | -0.03 | COc1cccc(Nc2c3c(nc4c(-c5ccccc5)c(C)nn24)CCC3)c1
-71 | 0.91 | 1.6 | O=C(O)CCCCCN1C(=O)/C(=C\c2ccncc2)SC1=S
x | 0.03 | -0.6 | S=c1[nH]nc(-c2cccnc2)n1/N=C/C=C/c1ccccc1
-28 | 0.35 | 0.17 | N#Cc1ccc(Cl)cc1NC(=O)COC(=O)[C@H](CCC(N)=O)NC(=O)c1ccc(F)cc1
x | 0.29 | 0.41 | Nc1[nH]n2c(=O)c3c(nc2c1N=Nc1ccccc1)CCCC3
x | -0.34 | -0.63 | Oc1c(C(c2cccs2)N2CCN(c3ccc(F)cc3)CC2)sc2ncnn12 (stereo not given)
100* | -2.1 | -1.8 | COc1ccc2c(OC)cc(-c3ccccc3)nc2c1
x | -1 | -0.79 | O=S(=O)(c1ccc(Br)cc1)N1CCn2c(nc3ccccc32)C1
27 | x | x | COc1ccc(Cn2c(=O)[nH]c3cc(C(=O)NCCc4ccc(S(N)(=O)=O)cc4)ccc3c2=O)cc1
-33 | -0.28 | -0.72 | CS(=O)(=O)N(CC(=O)N1CCN(Cc2ccccc2)CC1)Cc1ccccc1
x | -0.75 | -0.88 | CCOC(=O)N1CCC(NC(=O)CN2C(=O)COc3ccc(C(C)(C)C)cc32)CC1
x | -0.23 | -0.04 | Cc1ccc(CSCCNS(=O)(=O)c2ccc(C)cc2)cc1
-11 | 0.71 | 0.63 | CCC(C)NS(=O)(=O)c1ccc(-c2csnn2)s1 (stereo not given)
x | 0.66 | 0.06 | CCOC(=O)C1=C(C)NC(=O)NC1c1c(O)ccc2ccccc12 (stereo not given)
-18 | -0.31 | -1.1 | OCC#CCSc1nnc(-c2ccccc2Br)o1
x | 0.74 | 0.03 | CC(=O)Nc1nc2c(c3c1c(=O)oc1ccccc13)CCCC2
27 | -0.19 | -0.34 | O=C(Nc1cc(C(F)(F)F)ccc1N1CCOCC1)c1ccc(Cl)nc1
-320 | -0.73 | -0.29 | Cc1cnc(NC(=O)CN2CCN(c3ccccc3F)CC2)s1
10 | -0.53 | -1.2 | OCCN1CCN(Cc2cc(Br)cc(Br)c2O)CC1

Ordered by count of non-hydrogen atoms (highest first): part of the list above
INS promoter inh | SDO1 yeast rescue | SDO1 yeast rescue Rescue 24 h | mol
36 | -0.02 | 0.45 | COc1cc(-c2nc(-c3ccc4c(c3)-c3ccccc3S4(=O)=O)c(-c3ccccc3)[nH]2)cc(OC)c1OC
27 | x | x | COc1ccc(Cn2c(=O)[nH]c3cc(C(=O)NCCc4ccc(S(N)(=O)=O)cc4)ccc3c2=O)cc1
x | -0.98 | -1.3 | COc1ccc(N2CCN(C(=O)C3CCCN(S(=O)(=O)c4cccc5cccnc45)C3)CC2)cc1 (stereo not given)
27 | x | x | O=C(Cc1ccc(F)cc1)N1CCC(N2CCC(C(=O)N3CCOCC3)CC2)CC1
3 | 0.12 | 0.52 | CCOC(=O)c1oc2ccccc2c1NC(=O)c1ccc(S(=O)(=O)N(C)C)cc1
94* | -0.68 | -0.03 | COc1cccc(Nc2c3c(nc4c(-c5ccccc5)c(C)nn24)CCC3)c1
27 | -0.19 | -0.34 | O=C(Nc1cc(C(F)(F)F)ccc1N1CCOCC1)c1ccc(Cl)nc1
x | 0.75 | 0.3 | COc1cccc(C2CC(c3ccccc3C)n3nc(N)nc3N2)c1 (stereo not given)
50 | 0.88 | 0.5 | Cc1ccc(C2CC(c3cccc(Cl)c3)n3nc(N)nc3N2)cc1 (stereo not given)
x | 0.74 | 0.03 | CC(=O)Nc1nc2c(c3c1c(=O)oc1ccccc13)CCCC2
x | 0.03 | -0.6 | S=c1[nH]nc(-c2cccnc2)n1/N=C/C=C/c1ccccc1
-7 | x | x | OCCNCCNCc1ccc(-c2ccccc2)cc1
34 | -0.05 | 0.53 | COC(=O)CC(=O)CSc1nc(C)cc(C)c1C#N
-14 | 0.78 | -0.1 | O=C1CCN2C=Nc3cccc4ccc1c2c34
48 | x | x | Cc1csc(Nc2ccccc2)[n+]1C

Going on with the list:
INS promoter inh | SDO1 yeast rescue | SDO1 yeast rescue Rescue 24 h | mol
-38 | -0.29 | -0.41 | Cc1ccccc1-n1c(-c2cccnc2)n[nH]c1=S
-92 | 0.54 | 0.42 | O=C(COc1ccccc1Cl)N1CCCC1
-19 | 0.75 | 0.78 | Cc1nn(C)cc1CN(C)C(=O)CC12CC3CC(CC(C3)C1)C2
-22 | -0.13 | -0.25 | CCn1c(CNc2ccc(OC)cc2)nnc1SCC(=O)c1ccc(OC)cc1
-160 | -0.07 | 2.7 | O=C(Nc1cccc(Cl)c1)Nc1ccc2c(c1)OCO2
-197 | -0.16 | -0.01 | COc1ccc(C(=O)Nc2ccc(N3CCCC3)cc2)cc1
-32 | 1.4 | 1.1 | O=C1C2CC=C(Cl)CC2C(=O)N1CNc1ccccn1 (stereo not given)
-35 | 0.84 | 0.26 | NC(=S)NNC(=O)c1ccccc1
28 | -0.1 | -0.69 | Cn1nnnc1SCC(=O)Nc1nc2c(s1)CCCC2
-189 | -0.43 | -0.92 | CCNc1sc(C(=O)c2cccs2)c(N)c1C#N

Reformatted field by field: part of the list above.
structure: Cc1nn(C)cc1CN(C)C(=O)CC12CC3CC(CC(C3)C1)C2
  INS promoter inh: -19
  SDO1 yeast rescue: 0.75
  SDO1 yeast rescue Rescue 24 h: 0.78
structure: CCn1c(CNc2ccc(OC)cc2)nnc1SCC(=O)c1ccc(OC)cc1
  INS promoter inh: -22
  SDO1 yeast rescue: -0.13
  SDO1 yeast rescue Rescue 24 h: -0.25
